LYP phosphatase – inhibitors of LYP phosphatase, biochemical, fluorescence intensity, uHTS (AID 1779). recombinant LYP phosphatase, fluorescence intensity; higher % means a stronger effect. inhibition, % at 11.5 µM; hits with a dose series show IC50 in µM. 0.054% of 290,000 active; in the data active means inhibition above about 50%;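 further: plate controls were vehicle with enzyme for no effect and no enzyme for full effect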
Salmonella PhoP GFP – PhoP-dependent GFP reporter repression – Salmonella Typhimurium, primary screen (AID 1863). one-dose inhibition, % at 50 µM; IC50 in µM for titrated hits. S. Typhimurium PhoP-regulated promoter GFP reporter, 4 h; higher % means a stronger effect. 0.16% of 300,000 active;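 active means inhibition over 29.93%, a cutoff 3 SD above the screen mean, later confirmed by dose response; inconclusive means inhibition over 29.93% but no dose response follow-up; inactive means inhibition at most 29.93% or unconfirmed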;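 further: 0% = low Mg2+ inducing control and 100% = high Mg2+ repressing control; strong numbers were not always called active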
GPR35 antagonists – GPR35 antagonists blocking zaprinast-driven arrestin recruitment, primary screen, imaging, U2OS, beta-arrestin-GFP, zaprinast agonist (AID 2058); 0.052% of 290,000 active; inhibition, % at 10 µM, or IC50 in µM where a hit was titrated; U2OS GPR35 beta-arrestin-GFP translocation imaging, zaprinast antagonism; higher % means a stronger effect;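 active means inhibition of at least 50% with at least 30 cells and total cytoplasm GFP at most 10,000,000; inconclusive means under 30 cells or total GFP of 10,000,000 plus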
Dengue-2 NS5 capping – Dengue-2 NS5 methyltransferase inhibitors, primary screen, biochemical, confirmation dose response (AID 588689) | Dengue-2 NS5 methyltransferase capping enzyme assay, biochemical; higher % means a stronger effect | inhibition, % at 25 µM; hits with a dose series show IC50 in µM | 0.3% of 340,000 active; in the data active means a potency from the dose series; inconclusive means inhibition above about 29% without an active follow-up result
West Nile virus CPE – inhibition of WNV-induced cytopathic effect – cell-based, CPE readout (AID 1621) | West Nile virus-infected cells, CPE inhibition; higher % means a stronger effect | CPE inhibition, % at 10 µM; hits with a dose series show IC50 in µM | 0.02% of 290,000 active; in the data active means a potency from the dose series; inconclusive means CPE inhibition mostly from about 3.7% at the one dose, without a potency; inactive means the rest, 99 in 100 with CPE inhibition below about 2.2%; further: strong numbers were not always called active
RSV CPE inhibition – RSV antiviral activity via CPE protection, HEp-2 cells, primary 10 µM value included (AID 2391); CPE inhibition, % at 10 µM; hits with a dose series show IC50 in µM; 0.13% of 310,000 active; HEp-2 cells, RSV-induced CPE inhibition; higher % means a stronger effect; in the data active means a potency from the dose series; inconclusive means CPE inhibition mostly from about 23% at the one dose, without a potency; inactive means the rest, 99 in 100 with CPE inhibition below about 21%; further: strong numbers were not always called active
MgcRacGAP inhibition – MgcRacGAP GTPase-activating activity inhibitors, confirmation, biochemical, ADP Hunter fluorescence | MgcRacGAP-stimulated Rac1 GTP hydrolysis, ADP Hunter fluorescence; higher % means a stronger effect; GST-tagged Rac1 F28L mutant substrate | 0.6% of 340,000 active | inhibition, % at 30 µM; hits with a dose series show IC50 in µM | AID 624330;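 active means first-screen hits whose inhibition reached a set limit at any dose in the follow-up dose series; inconclusive means inhibition above the set first-screen limit but never retested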;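 further: fluorescence reports GDP produced by GAP-driven GTP hydrolysis; strong numbers were not always called active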
CSM14.1 death rescue – protection against thapsigargin-triggered cell killing – 384-well, CSM14.1, ATP luminescence, primary screen (AID 1222). CSM14.1 thapsigargin-induced death rescue, ATP luminescence; higher % means a stronger effect. cellular ATP content (survival), % at 20 µM; hits with a dose series show EC50 in µM. 190,000 tested, under 10 active;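 active means EC50 below 50 µM in the dose-response confirmation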;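 further: death triggered by thapsigargin at about 15 µM added after 2 h compound pretreatment; cell ATP read after overnight thapsigargin exposure of roughly 18 to 22 hours; normalized against plate controls of thapsigargin alone and 5% DMSO vehicle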
SV40 large T antigen – SV40 large T antigen inhibitors, biochemical (AID 1903); 0.39% of 310,000 active; one-dose inhibition, % at 20 µM; IC50 in µM for titrated hits; SV40 large T antigen ATPase/helicase inhibition assay; higher % means a stronger effect; in the data active means a potency from the dose series; inconclusive means inhibition mostly from about 32% at the one dose, without a potency; inactive means the rest, 99 in 100 with inhibition below about 32%; further: strong numbers were not always called active
An asterisk follows results filed as active; ? = inconclusive; · = not tested or not shown; & = joins results of further samples.

Below each compound: LYP phosphatase	Salmonella PhoP GFP	GPR35 antagonists	Dengue-2 NS5 capping	West Nile virus CPE	RSV CPE inhibition	MgcRacGAP inhibition	CSM14.1 death rescue	SV40 large T antigen
- O=C1CCCCN1CC(=O)N1CCCC(Nc2ccc(F)c(F)c2)C1 (stereo not drawn)
 : -12.8%	7.8%	-5.9%	-8.7%	-0.3%	0.4%	2.3%	·	10.4%
- COc1ccccc1C(=O)N1CCN(Cc2c[nH]c3ccccc23)CC1
 : -2.4%	-2.9%	-5.9%	-5.9%	0.2%	1.5%	?	·	20.9%
- CSc1ccc(S(=O)(=O)N2CCC(C(=O)NCC3CCCO3)CC2)cc1 (stereo not drawn)
 : -12.2%	-0.3%	-2.9%	-0.8%	-0.5%	0.5%	6.0%	·	3.7%
- COc1cccc2cc(C(=O)N(C)C3CCN(C)CC3)c(=O)oc12
 : -4.6%	3.4%	-6.7%	2.8%	0.4%	0.8%	13.5%	2.5%	6.7%
- Cc1ccc(C)c(OCCC(=O)OCC(=O)NCc2ccccc2)c1
 : ·	-9.1%	·	-2.2%	·	-1.5%	4.5%	·	19.7%
- COc1ccc(/C=C/C2=NN(Cc3ccccc3)C(=O)CC2)cc1
 : 3.8%	4.9%	14.3%	0.0%	-0.5%	11.4%	7.8%	-0.5%	-1.1%
- Clc1ccc(N2CCCCCC2)nn1
 : 3.6%	7.3%	3.8%	-9.7%	0.1%	0.5%	5.8%	-3.4%	11.8%
- Cc1cc(NC(=O)CCC(=O)N(C2CC2)C2(C(=O)NC3CCCC3)CCC(C)CC2)no1 (stereo not drawn)
 : 2.1%	-9.2%	2.6%	2.5%	-0.6%	0.0%	1.6%	-0.1%	14.1%
- OCCN(CCO)CC(O)COc1ccc(Br)cc1 (stereo not drawn)
 : -4.5%&-7.6%	-3.8%&-8.8%	-1.4%&1.2%	-3.8%	-0.3%&0.3%	1.6%	-0.8%	·	9.0%&5.6%
- COc1cccc(C(=O)NNC(=O)c2sccc2-n2cccc2)c1
 : -6.0%	-1.2%	5.0%	-14.0%	-0.3%	-1.0%	7.6%	1.0%	15.1%
- O=C(COc1ccccc1Br)Nc1ccc2c(c1)OCCCO2
 : -6.7%	-3.5%	4.5%	-7.1%	0.0%	19.0%	10.3%	·	8.8%
- Cc1oc2cc3oc(=O)c(CC(=O)N[C@H](C(=O)N[C@@H](C(=O)O)c4ccccc4)C(C)C)c(C)c3cc2c1C
 : -5.5%	5.3%	-24.4%	6.5%	-0.4%	2.2%	13.2%	·	5.1%
- O=C(C1CCCN(S(=O)(=O)Cc2ccccc2)C1)N1CCc2ccccc21 (stereo not drawn)
 : -4.0%	8.6%	-9.2%	-3.2%	-0.4%	2.7%	10.4%	-0.5%	9.5%
- Cc1ccc(C)c(N2CCN(C(=O)C3CCCN(S(=O)(=O)c4c(C)[nH]c(=O)[nH]c4=O)C3)CC2)c1 (stereo not drawn)
 : -3.1%	-6.6%	17.2%	-5.5%	0.7%	1.1%	6.3%	1.3%	16.7%
- COc1cccc(CN2CC(O)=C(c3nc(-c4ccc(Cl)cc4)cs3)C2=N)c1
 : -2.4%	-0.4%	2.6%	4.3%	·	3.3%	8.8%	-1.5%	1.6%
- CCNC(=S)N1CCN(S(=O)(=O)c2cccc(C(F)(F)F)c2)CC1
 : -6.9%	-0.8%	-1.3%	-5.5%	-0.7%	0.8%	8.0%	2.7%	17.9%
- COc1ccc2c(ccc[n+]2CC(=O)c2ccccc2)c1
 : -7.3%	12.0%	-0.4%	1.5%	0.0%	-0.3%	-45.7%	·	0.9%
- Cc1nnnn1/C(=C\c1ccccc1)C(=O)OCC(=O)N(C)C1CCS(=O)(=O)C1 (stereo not drawn)
 : -9.4%	-3.1%	-15.8%	0.8%	0.8%	0.3%	7.2%	10.3%	8.4%
- COc1ccc2oc(-c3ccc(C)c(NC(=O)c4ccc(N5CCOCC5)c([N+](=O)[O-])c4)c3)nc2c1
 : 6.8%	-0.6%	-6.3%	-8.9%	0.1%	-1.6%	2.7%	1.6%	6.4%
- COc1ccc(C(=O)Nc2ccc(C)cc2C(=O)c2ccccc2)c(OC)c1
 : 6.4%	17.3%	-9.0%	-0.4%	-0.4%	9.1%	-3.7%	1.4%	6.0%
- CCN1CCc2nc(N)sc2C1
 : -5.0%	0.0%	-1.5%	-15.5%	-0.4%	5.0%	9.9%	0.0%	9.2%
- COCCn1c(SCC(=O)Nc2ccccc2F)nc2c([nH]c3ccccc32)c1=O
 : -5.8%	-3.3%	-14.3%	0.6%	1.2%	2.3%	8.4%	·	8.9%
- COc1ccc(CN2C(=O)c3cccnc3C2=O)cc1S(=O)(=O)N(C)c1ccc(C)cc1
 : -5.7%	1.4%	-17.1%	-10.8%	1.1%	1.5%	5.1%	·	6.7%
- Cc1cccc(CS(=O)(=O)Cc2ccc(C(=O)NCCCN3CCOCC3)o2)c1
 : -7.6%	4.1%	3.1%	0.0%	·	0.5%	2.9%	-1.9%	0.9%
- CCN1CCN(Cc2cc(=O)oc3cc(C)cc(C)c23)CC1
 : 2.9%	-0.7%	6.6%	-6.5%	-0.1%	-2.3%	3.9%	-2.5%	7.1%
- O=C(Nc1ccc2c(c1)OCCO2)c1cccc2nc3ccccc3nc12
 : 11.4%	4.1%	7.6%	4.7%	-0.4%	11.2%	11.8%	-1.3%	-3.5%
- Cc1ccc(C(=O)N/C(=C\c2ccco2)C(=O)N2CCOCC2)cc1C
 : -0.5%	-10.2%	-1.6%	-2.6%	-0.2%	0.3%	8.1%	·	-6.7%
- CCc1ccc(Nc2nc(N)nc(CSc3nnnn3-c3ccccc3)n2)cc1
 : 2.4%	-2.0%	-0.4%	-7.6%	0.3%	0.1%	4.9%	0.8%	2.8%
- COCCNC(=S)N(CCc1c(C)[nH]c2ccc(Cl)cc12)Cc1cccs1
 : 7.9%	-10.4%	-0.6%	-10.1%	?	15.7%	7.6%	2.7%	5.1%
- C=CCn1cnc2c(c1=O)c1nc3ccccc3nc1n2/N=C/c1cccc(OC)c1OC
 : -9.1%	·	-14.4%	-0.7%	·	3.1%	7.8%	-1.3%	·
- CCOC(=O)N1CCN(Cc2nc(N)nc(Nc3ccc(Oc4ccccc4)cc3)n2)CC1
 : -0.4%	-3.6%	-10.8%	-1.4%	0.6%	13.5%	6.8%	-0.7%	12.8%
- COc1ccc(N2CCN(C(=O)c3cc(-c4cccs4)nc4ccccc34)CC2)cc1
 : 11.0%	-3.1%	-11.8%	4.0%	-0.6%	8.0%	4.6%	-0.4%	19.8%
- Nn1c(Cc2cccc3ccccc23)nnc1SCc1ccccc1
 : 0.6%	-3.2%	2.8%	-5.8%	-1.3%	4.2%	8.6%	-0.1%	0.0%
- O=c1c2ccccc2nc2n1CCCS2
 : -4.0%	15.7%	2.6%	-2.8%	-0.3%	2.3%	5.9%	-0.9%	10.0%
- COc1ccc(NC(=O)Nc2cccc3cccnc23)cc1
 : -0.1%	6.0%	-2.0%	-7.6%	-0.5%	7.8%	4.1%	-2.8%	13.5%
- OCCN1CCN(CC(O)COCCOc2ccc(Br)cc2)CC1 (stereo not drawn)
 : -5.4%	-4.5%	10.7%	-4.3%	-0.3%	-0.7%	9.4%	-1.3%	6.7%
- Cn1c(=O)c2c(nc(N3CCN(c4ccccn4)CC3)n2Cc2ccccc2Cl)n(C)c1=O
 : -5.5%	-8.0%	-3.3%	-0.7%	0.3%	-0.6%	1.0%	-0.1%	19.5%
- CC(=O)N1CCc2cc(S(=O)(=O)NCC(=O)NCc3ccccc3Cl)ccc21
 : -13.7%	-5.4%	16.3%	-10.9%	-0.2%	0.8%	2.3%	·	5.2%
- CC(=O)Cc1nsc(NC(=O)c2ccc(-c3cccc(Cl)c3)o2)n1
 : 5.0%	-8.3%	13.0%	1.6%	0.8%	-1.2%	16.0%	-2.3%	4.7%
- NC(=O)c1c(NC(=O)CN2C(=O)CCC2=O)sc2c1CCCCC2
 : 1.4%	29.8%	1.4%	-4.2%	0.1%	1.0%	-1.1%	·	19.1%
- Cc1cc(CNC(=O)C2(C(F)(F)F)CC(CCCO)CCCO2)nn1C (stereo not drawn)
 : ·	·	·	-7.2%	-0.3%	0.0%	3.8%	·	1.1%
- COc1ccc(N(CC(=O)NCc2ccc(F)cc2)C(=O)CCC(=O)Nc2nccs2)cc1
 : -3.1%	-0.9%	2.8%	-6.5%	?	-0.1%	0.7%	·	-0.1%
- N/C(=N\OC(=O)N1CCOCC1)c1ccc(Cl)cc1
 : -6.3%	1.5%	-12.3%	-1.4%	-1.6%	7.2%	7.9%	-2.5%	9.2%
- CCn1c(SCC(=O)c2ccc(OC)cc2)nnc1C1CC1
 : -3.8%	0.6%	-4.6%	-0.8%	-0.2%	0.8%	8.1%	-1.3%	7.2%
- COc1ccc(OC)c(NC(=O)CN(C)S(=O)(=O)c2ccc3nc(C)sc3c2)c1
 : -4.0%	1.3%	6.6%	-5.2%	-1.1%	-0.5%	8.0%	-0.4%	2.0%
- COc1ccc(S(=O)(=O)NCC(=O)N(CC(=O)NCC2CCCO2)c2cc(C)ccc2C)cc1 (stereo not drawn)
 : -10.6%	-1.1%	3.4%	-4.2%	0.3%	1.5%	1.4%	1.4%	2.3%

Single records, as listed above. Values in the order: LYP phosphatase, Salmonella PhoP GFP, GPR35 antagonists, Dengue-2 NS5 capping, West Nile virus CPE, RSV CPE inhibition, MgcRacGAP inhibition, CSM14.1 death rescue, SV40 large T antigen
CCOC(=O)N1CCN(Cc2nc(N)nc(Nc3ccc(Oc4ccccc4)cc3)n2)CC1 is listed as -0.4%, -3.6%, -10.8%, -1.4%, 0.6%, 13.5%, 6.8%, -0.7%, 12.8%
OCCN1CCN(CC(O)COCCOc2ccc(Br)cc2)CC1 (stereo not drawn) is listed as -5.4%, -4.5%, 10.7%, -4.3%, -0.3%, -0.7%, 9.4%, -1.3%, 6.7%
CC(=O)N1CCc2cc(S(=O)(=O)NCC(=O)NCc3ccccc3Cl)ccc21 is listed as -13.7%, -5.4%, 16.3%, -10.9%, -0.2%, 0.8%, 2.3%, ·, 5.2%
CC(=O)Cc1nsc(NC(=O)c2ccc(-c3cccc(Cl)c3)o2)n1 is listed as 5.0%, -8.3%, 13.0%, 1.6%, 0.8%, -1.2%, 16.0%, -2.3%, 4.7%
